Vif-A3F inh: qHTS for Inhibitors of Vif-A3F Interactions: qHTS. actives 0.2% (n = 390,000). HeLa A3F-eYFP + Vif (tagged APOBEC3F with the HIV-1 protein that degrades it), YFP fluorescence increase. Potency, µM (titrated, usually from 46.1 µM), inactives show top-dose activity, negative = active; further: % of control where 0% means no effect; nearly all actives have a fitted effect of over 65% in size
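Fluorescence increase (Ex 488/Em 500-530) after overnight compound treatment at 37 deg C flags inhibition of Vif-driven A3F-eYFP loss in stable HeLa A3F-eYFP/Vif cells seeded overnight beforehand.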
TrxR1 substrate: qHTS Assay for Substrates of Mammalian Selenoprotein Thioredoxin Reductase 1 (TrxR1): qHTS; Thioredoxin reductase 1, cytoplasmic (Rattus norvegicus), O89049; actives 0.01% (n = 390,000); Potency, µM (highest dose often 114 µM), without a hit: top-dose activity change, negative = substrate turnover; purified TrxR1 substrate turnover, NADPH consumption readout; further: on the % scale 0 is the no-effect control and ±100 the full control effect; nearly all actives have a fitted effect of over 50% in size
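Rat TrxR1, dispensed at 90 nM, was prereduced with 400 uM NADPH (final) for 5 min at ~22 deg C, then incubated with compound 15 min before 400 uM selenite. A first-read NADPH fluorescence drop versus no-compound background flagged substrates.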
RXFP1 ag: qHTS Assay for Agonists of the Relaxin Receptor RXFP1. Potency, µM (titrated, usually from 57.5 µM), for inactives: top-dose activation, actives largely listed as activators. AID 2676, 2010. HEK293T-RXFP1 cAMP TR-FRET, 30 min; response scale: percent of porcine relaxin response, buffer zero. actives 0.3% (n = 370,000); further: on the % scale 0 is the no-effect control and ±100 the full control effect; nearly all actives have a fitted effect of over 60% in size; many of its hits are not listed in these tables
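HEK293T cells stably expressing RXFP1 were pretreated with the PDE4 inhibitor Ro 20174, exposed to compounds for 30 min at 37C, lysed, and cAMP was read by TR-FRET. Data normalized to buffer (basal) and 29 nM porcine relaxin (100%).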
12-LOX inh: Primary qHTS assay for inhibitors of human arachidonate 12S-lipoxygenase (ALOX12): Round 2 | Polyunsaturated fatty acid lipoxygenase ALOX12 (Homo sapiens), P18054 | purified 12hLO, xylenol orange hydroperoxide absorbance | Potency, µM (doses to about 108 µM), without a hit: at the top dose activity change, negative = inhibition, actives largely listed as inhibitors | actives 1.1% (n = 580,000); further: on the % scale 0 is the no-effect control and ±100 the full control effect
Target sequence (P18054 whole entry, looked up): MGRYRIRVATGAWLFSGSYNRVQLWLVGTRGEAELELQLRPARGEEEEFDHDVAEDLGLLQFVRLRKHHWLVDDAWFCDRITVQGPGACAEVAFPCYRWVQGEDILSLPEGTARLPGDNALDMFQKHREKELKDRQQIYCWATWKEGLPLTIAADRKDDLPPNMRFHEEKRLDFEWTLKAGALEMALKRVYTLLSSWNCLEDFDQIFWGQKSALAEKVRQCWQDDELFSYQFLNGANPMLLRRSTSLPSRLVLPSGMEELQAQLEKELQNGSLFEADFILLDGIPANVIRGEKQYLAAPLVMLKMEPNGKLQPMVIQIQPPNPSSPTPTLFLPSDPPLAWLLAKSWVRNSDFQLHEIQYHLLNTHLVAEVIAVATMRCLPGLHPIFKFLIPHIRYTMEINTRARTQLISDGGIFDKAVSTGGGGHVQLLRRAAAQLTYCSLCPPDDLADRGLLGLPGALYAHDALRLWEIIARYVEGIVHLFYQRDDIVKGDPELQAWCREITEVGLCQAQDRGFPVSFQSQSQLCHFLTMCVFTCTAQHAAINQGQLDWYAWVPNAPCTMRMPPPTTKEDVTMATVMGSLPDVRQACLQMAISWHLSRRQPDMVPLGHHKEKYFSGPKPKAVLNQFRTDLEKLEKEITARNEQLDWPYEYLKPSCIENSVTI
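Purified human 12hLO at 150 nM in 25 mM Hepes, 0.01% Triton X-100, pH 7.0, preincubated 15 min at room temperature with compound. Reaction started with 40 uM arachidonic acid, 30 min at room temperature. Hydroperoxide measured by Fe-xylenol orange, 573/405 nm absorbance ratio.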
RGS4 inhibitor: Inhibitors of Regulator of G Protein Signaling (RGS) 4: qHTS; Regulator of G-protein signaling 4 (Homo sapiens), P49798; Transcreener GDP fluorescence polarization, RGS4-accelerated GTP hydrolysis; Potency, µM (doses to about 114 µM), for inactives: top-dose activity change, negative = inhibition, usual class: inhibitors; actives 0.039% (n = 390,000); further: on the % scale 0 is the no-effect control and ±100 the full control effect; nearly all actives have a fitted effect of over 75% in size; some results filed as inactive show a strong effect at the top dose
Target sequence (P49798 whole entry, looked up): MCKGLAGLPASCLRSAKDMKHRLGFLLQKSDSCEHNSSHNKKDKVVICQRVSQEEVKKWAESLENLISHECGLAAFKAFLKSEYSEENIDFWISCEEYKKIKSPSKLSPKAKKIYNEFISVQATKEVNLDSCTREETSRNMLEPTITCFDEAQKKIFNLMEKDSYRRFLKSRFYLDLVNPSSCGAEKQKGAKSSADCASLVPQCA
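MLSMR compounds (23 nl, pin-transferred) preincubated 10 min at room temperature with a 500nM (2x) first reagent, then RGS4 at 900nM (2x) plus Transcreener GDP mix added; fluorescence polarization (620/688 nm) read before and after 90 min at 30 °C.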
Vif-A3G inh: qHTS for Inhibitors of Vif-A3G Interactions: qHTS; actives 0.076% (n = 410,000); HeLa A3G-eYFP + Vif (tagged APOBEC3G with the HIV-1 protein that degrades it), YFP fluorescence, overnight; Potency, µM (highest dose often 46.1 µM), for inactives: top-dose activity, negative = active, usual class: inhibitors; DNA dC->dU-editing enzyme APOBEC-3G (Homo sapiens), Q9HC16;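 further: on the % scale 0 is the no-effect control and ±100 the full control effect; nearly all actives have a fitted effect of over 60% in size; hits raise eYFP signal because A3G escapes Vif-driven loss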
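Read-out is eYFP fluorescence (Ex 488/Em 500-530) from Vif-expressing HeLa A3G-eYFP cells; more signal means A3G escaped Vif-mediated degradation. Cells plated overnight, compound pinned in, incubated overnight at 37 deg C.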
IDH1 R132H inh: qHTS for Inhibitors of mutant isocitrate dehydrogenase 1 (IDH1): qHTS; Isocitrate dehydrogenase [NADP] cytoplasmic (Homo sapiens), O75874; IDH1-R132H enzyme, NADPH consumption, diaphorase/resazurin fluorescence; Potency, µM (highest dose often 76.6 µM), without a hit: at the highest dose activity change, negative = inhibition, actives largely listed as inhibitors; actives 0.093% (n = 390,000); AID 602179, 2012; further: on the % scale 0 is the no-effect control and ±100 the full control effect; nearly all actives have a fitted effect of over 65% in size
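IDH1-R132H (0.5 ug/mL dispensed) in pH 7.5 Tris buffer was preincubated 30 min with compound, then given a substrate mix of 0.016 mM NADPH and 2 mM alpha-KG for 80 min at room temperature; remaining NADPH was read by diaphorase/resazurin fluorescence.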
USP1-UAF1 inh: Inhibitors of USP1/UAF1: Primary Screen; recombinant USP1/UAF1, Ub-Rhodamine cleavage fluorescence; Potency, µM (series often up to 57.1 µM), inactives show at the top dose activity change, negative = inhibition, actives largely listed as inhibitors; actives 0.23% (n = 390,000); further: on the % scale 0 is the no-effect control and ±100 the full control effect; nearly all actives have a fitted effect of over 60% in size; inactives centre near -12
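USP1/UAF1 complex at 1 nM was preincubated with compound for 15 min at room temperature, then Ub-Rho substrate (150nM final) was added. Fluorescence (480/540 nm) was read kinetically, 6 reads every 60 seconds.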
rTrxR1 inhibitor: qHTS Assay for Inhibitors of Mammalian Selenoprotein Thioredoxin Reductase 1 (TrxR1): qHTS; Thioredoxin reductase 1, cytoplasmic (Rattus norvegicus), O89049; recombinant rTrxR1, NADPH fluorescence consumption, selenite substrate; Potency, µM (doses to about 114 µM), without a hit: at the highest dose activity change, negative = inhibition, most hits filed as inhibitors; actives 1% (n = 390,000); further: on the % scale 0 is the no-effect control and ±100 the full control effect; nearly all actives have a fitted effect of over 65% in size
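Rat TrxR1 (90 nM in the dispensed reagent) was pre-reduced with 400 uM NADPH for 5 min at room temperature, then incubated with compound for 15 min. After 400 uM selenite was added, NADPH fluorescence (Ex 340/Em 450 nm) was followed for 8 min.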
Starred values were filed as active, the others as inactive; ? = inconclusive; . = no result given; [ ] = dose if it differs, or a comment. The call rests on the fitted dose curve; in most records, active means well fitted curve in the direction sought with a large enough effect; inconclusive means small, poorly fitted or top-dose-only effect, or another doubt; inactive means no such curve, though single readings can be large; an effect the other way counts as inactive or inconclusive. Potency means the concentration at half of the fitted maximal effect. Not all compounds are listed (hit frequency here may not be typical).

The first 4 compounds, to show the layout:
entry | Structure | Vif-A3F inh | TrxR1 substrate | RXFP1 ag | 12-LOX inh | RGS4 inhibitor
1 | CCCCn1c(CN2CCN(C(=O)c3ccco3)CC2)nc2c1c(=O)n(C)c(=O)n2C | -1% | 9%[57.1 µM] | 14% | -3% | 8%
2 | COC(=O)N[C@@H]1C[C@H]2[C@@H]3CC[C@H]4C[C@@H](OC)CC[C@]4(C)[C@H]3CC[C@]12C | -3% | 4% | 0.2% | 3% | -30%
3 | CN(C)c1ccc(-c2nc(-c3cccs3)c(-c3cccs3)[nH]2)cc1 | 2% | 18% | 12% | ? | -28%
4 | Cc1csc2nc(CCNS(=O)(=O)c3ccc(F)cc3)cn12 | -2% | 4%[57.1 µM] | 4.3% | -6% | -24%

entry | Vif-A3G inh | IDH1 R132H inh | USP1-UAF1 inh | rTrxR1 inhibitor
1 | -7% | -2% | -18% | -11%[57.1 µM]
2 | -4% | 11% | ? | 11%
3 | 3% | -11% | -28% | -34%
4 | -1% | 8% | -2% | 23%[57.1 µM]

All compounds of this part, previewed entries included:
entry | Structure | Vif-A3F inh | TrxR1 substrate | RXFP1 ag | 12-LOX inh | RGS4 inhibitor
1 | CCCCn1c(CN2CCN(C(=O)c3ccco3)CC2)nc2c1c(=O)n(C)c(=O)n2C | -1% | 9%[57.1 µM] | 14% | -3% | 8%
2 | COC(=O)N[C@@H]1C[C@H]2[C@@H]3CC[C@H]4C[C@@H](OC)CC[C@]4(C)[C@H]3CC[C@]12C | -3% | 4% | 0.2% | 3% | -30%
3 | CN(C)c1ccc(-c2nc(-c3cccs3)c(-c3cccs3)[nH]2)cc1 | 2% | 18% | 12% | ? | -28%
4 | Cc1csc2nc(CCNS(=O)(=O)c3ccc(F)cc3)cn12 | -2% | 4%[57.1 µM] | 4.3% | -6% | -24%
5 | Cc1cccc(Oc2cc([N+](=O)[O-])cc3c2C(=O)Nc2ccccc2O3)c1 | ? | -1% | 0.5% | ? | -16%
6 | O=C(NC1CCCC1)C1CCCN1C(=O)Nc1ccccc1Cl (stereo not drawn) | -14% | 4% | 0.5% | -17% | -2%
7 | CCN1C(=O)[C@H]2[C@@H](c3ccc(C)cc3)N3C(=O)N(c4cccc(F)c4)C(=O)[C@@]3(Cc3ccc(Cl)cc3)[C@H]2C1=O | 2% | -1%[57.1 µM] | -1.4% | -11% | 1%
8 | Cc1ccc2nc(N(CCCN(C)C)C(=O)c3ccc4ncsc4c3)sc2c1 | 2% | 4% | 0.0% | ? | -19%[11.4 µM]
9 | Cc1ccc(Sc2ccc(S(=O)(=O)Nc3ccc(C(=O)O)cc3)cc2)cc1C | -16% | 8% | . | 16% | -17%
10 | CCc1ccc(OCC2c3cc(OC)c(OC)cc3CCN2C(C)=O)cc1 (stereo not drawn) | -3% | 3% | -1.6% | . | -5%
11 | Nn1c(-c2ccccc2Cl)nnc1-c1ccccc1Cl | -4% | -10% | -0.5% | -19% | -15%
12 | COc1ccc(CCN2CC(C(=O)NCC3(O)CCCCC3)CCC2=O)cc1 (stereo not drawn) | -9% | -10% | -0.2% | 291%[activator] | -33%
13 | CN(C1CCCC1)C1CCN(C(=S)Nc2cc(F)cc(F)c2)CC1 | 7% | -5%[0.0914 µM] | -2.7% | 1% | -2%
14 | Cc1nc(NCCCn2ccnc2)c2ccccc2n1 | 0% | 7%[57.1 µM] | 2.9% | 3% | -11%
15 | CCC(C)N(C(=O)Cn1nnc(-c2ccc(Cl)cc2)n1)C1CCS(=O)(=O)C1 (stereo not drawn) | -5% | -3% | 0.4% | -1% | 19%

entry | Vif-A3G inh | IDH1 R132H inh | USP1-UAF1 inh | rTrxR1 inhibitor
1 | -7% | -2% | -18% | -11%[57.1 µM]
2 | -4% | 11% | ? | 11%
3 | 3% | -11% | -28% | -34%
4 | -1% | 8% | -2% | 23%[57.1 µM]
5 | -6% | -2% | -19% | 6%
6 | 3% | 1% | -11% | 15%
7 | -8% | 0% | -18% | 14%[57.1 µM]
8 | 5% | 6% | -15% | 25%
9 | ? | ? | -23% | 27%
10 | 0% | 1% | -24% | 19%
11 | 5% | 2% | -8% | 17%[57.1 µM]
12 | 1% | 7% | -2% | -10%
13 | 3% | -3% | 3% | 3%
14 | 0% | 3% | -9% | -12%[57.1 µM]
15 | -5% | -2% | 2% | 1%

Carrying on.
entry | Structure | Vif-A3F inh | TrxR1 substrate | RXFP1 ag | 12-LOX inh | RGS4 inhibitor
16 | COc1ccc2[nH]c(=O)c(CN(CCN(C)C)C(=O)NCc3ccccc3)cc2c1 | 0% | 14% | 1.4% | . | -3%
17 | CN(Cc1ccccc1)c1nc(-c2ccc([N+](=O)[O-])cc2)nc2ccccc12 | -5% | -5% | -5.8% | -11% | 3%
18 | Cc1ccc(OCc2ccc(-c3nc(C#N)c(N4CCN(c5cccc(Cl)c5)CC4)o3)o2)cc1 | -10% | -8% | 0.6% | -20% | 20%
19 | COc1ccc(NS(=O)(=O)c2cc3c(cc2C)N(C(C)=O)CCO3)c(OC)c1 | -3% | -2%[57.1 µM] | 0.3% | 21% | -1%
20 | S=C(Nc1cccc(Cl)c1)NC1CC2CCCC(C1)N2C1CCCC1 (stereo not drawn) | 1% | -2% | 0.1% | ? | 6%
21 | CCOc1ccc(CNC(=O)CCCN2C(=O)C(c3ccccc3)Oc3cccnc32)cc1 (stereo not drawn) | -6% | 1% | 0.8% | 14% | -8%[56.9 µM]
22 | O=C(NCCn1cc(SCC(=O)N2CCOCC2)c2ccccc21)c1c(F)cccc1F | 1% | 9%[57.1 µM] | 2.8% | -4% | 1%
23 | Clc1ccc(CNc2ccc(N3CCN(Cc4ccccc4)CC3)cc2)cc1 | -9% | 5%[57.1 µM] | -4.0% | 0% | -27%
24 | Cc1cc(C)cc(NC(=S)NCCc2c[nH]c3ccccc23)c1 | 6% | -5% | 0.8% | ? | 8%[11.4 µM]
25 | O=C(NCCc1ccccc1)C1CCN(S(=O)(=O)c2cccs2)CC1 | -2% | 7%[57.1 µM] | 1.9% | 19% | 28%
26 | O=C(Nc1ccc(N2CCN(c3ccccc3)CC2)c(F)c1)C1CC1 | 8% | -2% | 2.0% | -3% | -1%[56.9 µM]
27 | Oc1cccc(C(O)CNCc2ccc(OCc3ccc(Cl)cc3Cl)cc2)c1 (stereo not drawn) | 14% | 0%[57.1 µM] | 0.4% | ? | 3%
28 | O=C(CO/N=C/c1ccccc1)N1c2ccccc2Oc2ccccc21 | . | 3% | 1.4% | 53%[57.4 µM] | -27%
29 | CCN(CC)C(=O)C1=C(C)N(CCCN2CCCC2=O)C(=O)C(CC(=O)NCCc2ccccn2)C1 (stereo not drawn) | -3% | . | . | 44%[activator] | .
30 | O=C(Cn1cnc2c(nnn2Cc2ccc(F)cc2)c1=O)OCc1ccccc1 | -14% | 6% | 1.1% | 5% | 10%

entry | Vif-A3G inh | IDH1 R132H inh | USP1-UAF1 inh | rTrxR1 inhibitor
16 | -2% | 3% | -1% | -18%
17 | 1% | -7% | -25% | 7%
18 | 1% | -5% | -4% | 2%
19 | 4% | 15% | -21% | 9%[57.1 µM]
20 | -1% | -5% | -12% | -4%
21 | 3% | 6% | -25% | 36%[activator]
22 | 1% | 3% | -17% | 29%[57.1 µM]
23 | 0% | 1% | ? | 2%[57.1 µM]
24 | 7% | 3% | 2% | -22%
25 | 1% | 7% | ? | 14%
26 | 1% | -1% | -7% | 6%
27 | -25% | -6% | -11% | 8%[57.1 µM]
28 | 1% | 3% | -16% | 6%
29 | -1% | 0% | -13% | .
30 | 0% | -1% | -26% | 18%

(more compounds)
entry | Structure | Vif-A3F inh | TrxR1 substrate | RXFP1 ag | 12-LOX inh | RGS4 inhibitor
31 | COCCNC(=O)Cn1cc(C(=O)c2ccco2)c2ccccc21 | 0% | -7%[57.1 µM] | 0.7% | 0% | -27%
32 | CC(=O)N1Cc2[nH]c3ccccc3c2CC1C(=O)O (stereo not drawn) | 6% | -8% | 1.1% | ? | 29%
33 | Cc1ccc(-c2nc3ccccc3[nH]2)cc1NC(=O)COc1cccc(C)c1C | 2% | 3% | 6.0% | -8% | -47%
34 | COC(=O)c1nnn(CC(=O)Nc2cccc(Cl)c2C)c1C(=O)OC | -2% | 13% | -0.2% | 0% | 17%[11.4 µM]
35 | Cc1nc(N2C(=O)c3oc4ccccc4c(=O)c3C2c2ccccc2F)sc1C (stereo not drawn) | ? | 7% | -3.7% | -8% | -5%

entry | Vif-A3G inh | IDH1 R132H inh | USP1-UAF1 inh | rTrxR1 inhibitor
31 | -3% | 5% | -15% | -7%[57.1 µM]
32 | 0% | 7% | 5% | -12%[57.1 µM]
33 | -3% | -12% | -13% | 17%[11.4 µM]
34 | -5% | 12% | -12% | 20%
35 | -2% | -4% | 7% | 24%
